TSG101-PTAP inh = blocks PTAP/TSG101 interaction to inhibit HIV-1 budding; Fluorescence polarization, FITC-PTAP peptide / Tsg101 binding; Potency, µM (series often up to 115 µM), for the others: top-dose activity change, negative = inhibition, most hits filed as inhibitors; AID 493005; 340,000 tested, under 10 active; active = well fitted inhibition curve with a large enough effect in the main read-out, with a control signal flat, not every such curve was filed as active; inconclusive = small, poorly fitted or top-dose-only effect, or effect the other way, or a change in a side signal; inactive = no such curve, though single readings can be large or run the other way; note: potency is the fitted concentration of half-maximal effect; % of control where 0% means no effect
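Tsg101 binding domain (10 uM final) was mixed with compound and a FITC-labeled PTAP peptide (50 nM final) in HEPES pH 7.5 buffer with NaCl, Tween 20, EDTA and TCEP; fluorescence polarization was read after 20 min at r.t.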
ELG1 DNA repair = ELG1-dependent DNA repair inhibition; HEK293T ELG1-luciferase reporter, luminescence, 16 h; DNA damage induced by 5-fluorouridine; Potency, µM (doses to about 46.1 µM), for the others: top-dose activity change, negative = inhibition, actives largely listed as inhibitors; 330,000 tested, 2.3% active; note: potency is the fitted concentration of half-maximal effect; % is set by controls: 0 for no effect and ±100 for the full control effect; nearly all actives have a fitted effect of over 55% in size
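Cells (2,000 per well) received 5-fluorouridine plus test compound or DMSO and were incubated 16 hr at 37 °C, 5% CO2. Luciferase activity was read by luminescence 30 min after ONE-Glo addition; signal suppression marked inhibition of damage-induced ELG1 function.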
B2AR arrestin = agonists driving beta-arrestin recruitment to human beta2-adrenergic receptor | Potency, µM (titrated, usually from 46.1 µM), inactives show top-dose activation, actives largely listed as activators | beta-arrestin recruitment to beta2AR, cell-based reporter | P07550 | AID 492947 | 330,000 tested, 0.02% active;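 note: potency is the fitted concentration of half-maximal effect; 0% = DMSO controls and full agonism = EC100 isoproterenol or metaproterenol; nearly all actives have a fitted effect of over 65% in size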
p53 reactivator = mutant p53 re-activation in reporter cells; AID 504706; 320,000 tested, 0.063% active; Potency, µM (doses to about 92.2 µM), for the others: at the top dose activity change, positive = activation, actives largely listed as activators; H1299 p53-A138V BP100-luciferase reporter, luminescence, 24 h; note: potency is the fitted concentration of half-maximal effect; % of control where 0% means no effect; nearly all actives have a fitted effect of over 45% in size
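p53-null H1299 cells stably carrying temperature-sensitive p53-A138V and a BP100-luciferase reporter were pinned with compounds (4-point, 1:5 series) and held 24 hrs at 37 deg C. Luminescence was read 10 min after detection reagent.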
TRPV1 agonist = activates the human vanilloid receptor TRPV1 | Q8NER1 | TRPV1-expressing cells, Fluo-8 calcium influx, agonist mode | activation, % at 8.33 µM | 320,000 tested, 0.19% active | AID 540275; in the data active = activation above about 80%; inconclusive = between about 30% and that limit; note: 0% is about no effect
Target sequence (Q8NER1 whole entry, looked up): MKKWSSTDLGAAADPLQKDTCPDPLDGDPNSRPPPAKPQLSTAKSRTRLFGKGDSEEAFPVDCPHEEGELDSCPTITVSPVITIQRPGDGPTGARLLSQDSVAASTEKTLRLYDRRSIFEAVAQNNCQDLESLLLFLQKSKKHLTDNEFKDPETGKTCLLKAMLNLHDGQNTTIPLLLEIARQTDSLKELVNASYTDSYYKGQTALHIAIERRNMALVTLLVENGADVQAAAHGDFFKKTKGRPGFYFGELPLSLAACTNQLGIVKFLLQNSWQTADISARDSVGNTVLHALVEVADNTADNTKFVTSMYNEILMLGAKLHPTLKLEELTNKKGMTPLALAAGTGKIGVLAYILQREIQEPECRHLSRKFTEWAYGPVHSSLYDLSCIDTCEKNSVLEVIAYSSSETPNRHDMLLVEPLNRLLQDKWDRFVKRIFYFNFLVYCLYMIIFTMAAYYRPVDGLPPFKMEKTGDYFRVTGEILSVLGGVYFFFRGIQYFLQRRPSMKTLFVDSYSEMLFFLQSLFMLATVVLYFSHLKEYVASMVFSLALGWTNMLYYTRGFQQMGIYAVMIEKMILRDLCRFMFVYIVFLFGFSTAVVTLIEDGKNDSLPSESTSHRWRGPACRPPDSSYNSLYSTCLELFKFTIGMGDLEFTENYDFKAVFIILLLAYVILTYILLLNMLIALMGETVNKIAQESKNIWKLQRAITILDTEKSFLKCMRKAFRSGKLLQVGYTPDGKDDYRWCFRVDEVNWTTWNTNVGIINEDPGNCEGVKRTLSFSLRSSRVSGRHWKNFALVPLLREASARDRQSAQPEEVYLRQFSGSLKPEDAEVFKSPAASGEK
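Cells expressing TRPV1 were dye-loaded with Fluo-8 and read kinetically: 10 s baseline, 3 min after compound (agonist portion), then 2 min after EC20 capsaicin (allosteric enhancer portion). Calcium-bound dye fluorescence at 480/520 nm.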
TCR activator = T cell receptor activation | 330,000 tested, under 10 active | AID 504894 | Potency, µM (doses to about 9.22 µM), for inactives: at the highest dose activation of IL-2 secretion, hits mostly activators | primary human leukocytes, anti-CD3, IL-2 HTRF, 48 h; note: % of control where 0% means no effect
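IL-2 produced over 48 hr by a-CD3 bead-stimulated primary human leukocytes exposed to compounds was detected with a homogeneous time-resolved FRET immunoassay, 665nm acceptor signal after 320nm excitation.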
MLL CXXC-DNA inh = blocks binding of human MLL CXXC domain to DNA. Q03164. MLL-CXXC / FITC-HOXA9 DNA fluorescence polarization. Potency, µM (highest dose often 115 µM), for inactives: at the top dose activity change, negative = inhibition, most hits filed as inhibitors. 290,000 tested, 0.037% active. AID 2662; active = well fitted inhibition curve with a large enough effect in the polarisation, with a control signal flat, not every such curve was filed as active; inconclusive = small, poorly fitted or top-dose-only effect, or effect the other way, or a change in a side signal; inactive = no such curve, though single readings can be large or run the other way; the % refers to the polarisation; note: potency is the fitted concentration of half-maximal effect
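Steps: dispense CXXC domain solution (7 uM) → pin compounds or unlabeled HOX-A9 DNA control → 5 min ambient → add FLSN-HOX-A9 solution (50 nM) → spin → 30 min ambient → fluorescence polarization. Tris pH 7.5/NaCl/DTT/BSA buffer.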
A-T KAP1 phos = potential ataxia-telangiectasia treatments restoring KAP-1 phosphorylation | […] A-T fibroblasts, KAP-1 phosphorylation AlphaLISA; neocarzinostatin DNA damage 30 min before lysis | Potency, µM (top dose mostly 57.5 µM), for the others: at the top dose activation, usual class: activators | 320,000 tested, 0.19% active | AID 485349; note: potency is the fitted concentration of half-maximal effect; % of control where 0% means no effect; nearly all actives have a fitted effect of over 45% in size
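ATM-like activity read as KAP-1 phosphorylation via AlphaLISA donor/acceptor antibody pairs after lysis and 6 hr at 25C. Cells were ATM-null patient fibroblasts ([…], hTERT), dosed 60 min, then exposed to the DSB inducer NCS for 30 min.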
BRCA1 expr act = BRCA1 expression activation. Potency, µM (series often up to 46.1 µM), for the others: at the highest dose activation, actives largely listed as activators. 380,000 tested, 1.1% active. MCF7-BRCA1-FFLuc reporter, luminescence, 48 h; response scale: scaled: vehicle 0%, 10 µM genistein 100%. AID 624202; note: potency is the fitted concentration of half-maximal effect; nearly all actives have a fitted effect of over 80% in size; some results filed as inactive show a strong effect at the top dose
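MCF7 cells carrying a BRCA1-firefly luciferase reporter (2000 cells/well, phenol-red free MEM) were attached for 2 h at 37 °C, then given compounds for 48 h. Luminescence was read 15 min after luciferase reagent; activity normalized to genistein (10 microM) and DMSO.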
Integrin act MD = activates integrin-mediated alleviation for muscular dystrophy; alpha7betagal myoblasts, beta-gal FDG fluorescence, 48 h; Potency, µM (highest dose often 38.3 µM), without a hit: top-dose activation, most hits filed as activators; 350,000 tested, 0.064% active;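 note: potency is the fitted concentration of half-maximal effect; 100% = response of the positive control SU9516; nearly all actives have a fitted effect of over 60% in size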
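alpha7betagal+/- myoblasts (passage 13, 250/well) treated 48 h at 37C with compounds at 1:260 dilution of DMSO stock. Lysed, then beta-galactosidase activity read as FDG fluorescence (ex 480/em 540) after 30 min, with pre-read for autofluorescence.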
* hit, by the source's call; ? = inconclusive; nt = not tested or not shown; & = joins results of further samples; [ ] = remark or other dose. Unless noted, calls come from the whole dose curve; as a rule, active = well fitted curve in the direction sought with a large enough effect; inconclusive = small, poorly fitted or top-dose-only effect, or another doubt; inactive = no such curve, though single readings can be large; an effect the other way counts as inactive or inconclusive.

SMILES	TSG101-PTAP inh	ELG1 DNA repair	B2AR arrestin	p53 reactivator	TRPV1 agonist	TCR activator	MLL CXXC-DNA inh	A-T KAP1 phos	BRCA1 expr act	Integrin act MD
COCc1cc(C)nc(OCC(=O)N/N=C/c2ccc(O)cc2)c1C#N	0%	?	-0.4%	-8%	0	0%[46.1 µM]	3%	1%	-20%	10%
COc1ccc(/C=N/NC(=O)c2nn(-c3ccc(C)c(C)c3)c(=O)c3ccccc23)cc1	-1%	-10%	-0.3%	-3%	1	0%	12%	4%	0%	-13%
O=C(CN1CCN(c2ncccn2)CC1)N1CCCC1	-1%	8%	0.1%	0%	-3	3%	1%	-3%	-13%	9%
Nc1nc(SCC(=O)c2cc(F)ccc2F)n[nH]1	0%	12%	-0.1%	1%	-5	-2%	-1%	2%	-1%	-10%
O=C(NCCCN1CCCC1=O)c1cccc(S(=O)(=O)Nc2ccc(F)cc2)c1	-1%	10%	-0.9%	4%	0	-5%	nt	10%	-10%	18%
CCOc1ccc(C2C(C(=O)c3cccs3)=C(O)C(=O)N2Cc2cccnc2)cc1 (centres undefined)	-2%	0%	-0.5%	9%	-1	nt	2%	-2%	17%	-25%
COc1ccc(NC(=O)c2cc(C)no2)cc1	-1%	?	-0.8%	13%	2	7%	-8%	21%	81%	-6%
CCCCn1cc(C(C)(C)C)c(C#N)c1NC(C)=O	-2%	-6%	-0.1%	-4%	4	-1%	0%	-6%	-4%	-19%
COC(=O)c1nnn(-c2nonc2N)c1-c1cccs1	-6%	-14%	0.2%	2%	-2	1%	0%	7%	6%	25%
O=c1c2c3nc4ccccc4nc3n(/N=C/c3ccncc3)c2ncn1-c1ccccc1	-3%	-6%	-0.3%	-3%	2	-6%	-6%	9%	-1%	16%
Cc1onc(-c2ccccc2Cl)c1C(=O)NCCn1c(C)cc2ccccc21	-13%	-24%	0.2%	12%	9	-3%	nt	-2%	-39%	16%
Cc1ccc(S(=O)(=O)/N=c2\scc(C)n2C)cc1	-4%	8%	-1.5%	-3%	0	8%	nt	2%	3%	25%
O=C(Nc1nccs1)c1ccc(N2C(=O)C3CCCCC3C2=O)cc1 (centres undefined)	-2%	?	-0.1%	5%	?	-2%	-13%	-3%	42%	8%
COc1ccc(-c2nnc(SCC(=O)N3CCCCC3)o2)cc1OC	-4%	-2%	0.0%	-2%	1	-4%	0%	-1%	-8%	-19%
COc1ccc(Nc2ncnc3sccc23)c(OC)c1	-8%	?	-0.9%	9%	-2	0%	3%	3%	0%	2%
CCOC(=O)CSc1nc(-c2ccc(OC)cc2)ns1	-5%	?	0.0%	-4%	2	-4%	-6%	-6%	-3%	11%
C=CCN(CC=C)S(=O)(=O)c1ccc(NC(=S)NC(=O)/C=C/c2cccc3ccccc23)cc1	-4%	11%	0.0%	1%	-2	-3%	16%	7%	-11%	18%
CC1CN(C(=O)CN2C(=O)NC3(CCCC3)C2=O)C(=Nc2cccc(S(=O)(=O)N(C)C)c2)S1 (centres undefined)	0%	13%	-0.3%	-2%	2	-17%	nt	8%	1%	29%
COc1ccccc1N(CC(=O)NCc1ccc(F)cc1)C(=O)CCC(=O)Nc1ccccn1	-2%	10%	-1.1%	-4%	-1	0%	-6%	3%[11.5 µM]	-3%	-21%
COc1ccc(-c2cc(C(=O)N3CCN(c4ccc(F)cc4)CC3)no2)cc1	-11%	?	0.2%	5%	7	7%	-3%	7%	-26%	-4%
CCN(CC)CCN=CC1=C(O)CNC1=O	-4%	-4%	-1.1%	16%	2	-15%	11%	-1%	0%	7%
CN(C)c1ncnc2c1ccn2C1OC(CO)C(O)C1O (centres undefined)	-5%	nt	nt	nt	nt	-9%	nt	nt	-85%	-50%[inhibitor]
COc1cccc(Nc2ccc(N3CCCCC3)cc2)c1OC	nt	?	-0.6%	?	5	0%	nt	0%	14%	nt
O=C(NNC(=O)c1cc2cc(OC(F)(F)F)ccc2[nH]1)c1cccc(C(F)(F)F)c1	1%	-16%	0.1%	-2%	1	3%	20%	2%	-14%	9%
CCCCOc1ccc(C(=O)NCC(=O)NCCOc2ccccc2OC)cc1	0%	-22%	0.4%	0%	1	-1%	nt	-26%	-17%	16%

Next part.
SMILES	TSG101-PTAP inh	ELG1 DNA repair	B2AR arrestin	p53 reactivator	TRPV1 agonist	TCR activator	MLL CXXC-DNA inh	A-T KAP1 phos	BRCA1 expr act	Integrin act MD
C(=N\N(Cc1ccccc1)c1ccccc1)/c1ccco1	-1%	6%	-0.9%	2%	-3	3%	1%	-2%	0%	-4%
CN1CCN(S(=O)(=O)c2ccc(C#N)cc2)C(c2ccccc2)C1 (centres undefined)	-4%	13%	-0.9%	4%	3	2%	nt	4%	-11%	2%
CCNc1cc2oc(=O)c(CN3CCOCC3)c(C)c2cc1C	-3%	5%	0.3%	1%	3	-10%	2%	20%	0%	-25%
COc1ccccc1N1CCN(CC(O)COc2cccc3ccccc23)CC1 (centres undefined)	-10%&0%	?	-0.4%&-1.0%&-0.4%	-2%&-3%	3&0&2	-12%&-5%	4%&3%&-1%	-10%&6%	6%&4%	nt
Cc1cccc(NC(=O)C2CCN(C(=O)c3ccc(Cl)cc3)CC2)n1	1%	1%	-0.1%	-4%	8	-7%	nt	0%	-6%	1%
CCN(C(=O)COC(=O)c1n[nH]c2ccccc12)C1CCS(=O)(=O)C1 (centres undefined)	0%	8%	-0.1%	7%	3	1%[46.1 µM]	-8%	6%	31%	0%
O=S(=O)(NCC1CCCO1)c1ccc(Cl)c(C(F)(F)F)c1 (centres undefined)	-6%	1%	0.1%	1%	13	5%	-6%	2%	4%	6%
O=C(COc1ccc(Br)cc1CO)N1CCCc2ccccc21	-1%	-12%	-0.3%	-4%	2	-3%	-3%	2%	-35%	-18%
COC(=O)Cc1[nH]nc2c1C1(CCSCC1)C(C#N)=C(N)O2	-4%	6%	0.0%	-2%	-1	2%	1%	3%	2%	0%
Oc1c(C(c2cccs2)N2CCN(c3ccccc3)CC2)sc2ncnn12 (centres undefined)	2%	1%	0.1%	-1%	-2	1%[46.1 µM]	-2%	6%	-1%	-8%
CCOc1ccc(NC(=O)C(C)N2C(=O)c3ccccc3C2=O)cc1 (centres undefined)	-1%	-4%	-0.4%	-1%	-3	-5%	-7%	4%	-11%	17%
CC(C)Cn1c(N2CCN(C(=O)c3cccs3)CC2)nc2ccccc21	-1%	-6%	-0.7%	?	2	-1%	-5%	7%	13%	-2%
Cc1ccccc1SCC(=O)N1CCN(c2ccc(C(F)(F)F)cn2)CC1	-2%	?	0.0%	-5%	25	5%[46.1 µM]	-1%	12%	-57%	8%
C[C@H](CO)NC(=O)[C@@H]1C[C@H]1[C@@H](NP(=O)(c1ccccc1)c1ccccc1)c1ccccc1	-1%	12%	-0.8%	-1%	5	-4%	1%	-7%	-1%	0%
CCN1CCN(Cc2nc3cc(NC(=O)COc4ccc([N+](=O)[O-])cc4)ccc3n2C)CC1	0%	-3%	0.2%	15%	-3	1%	2%	-2%	-12%	-28%
CC(C)C(=O)N1CCN(c2ccc(NC(=O)c3ccc4c(c3)OCCO4)cc2Cl)CC1	-21%	5.8µM*	0.3%	9%	9	5%	-10%	nt	-98%[inhibitor]	-18%[7.66 µM]
CN(C(=O)CSc1nnnn1-c1ccccc1)C1CCS(=O)(=O)C1 (centres undefined)	-4%	11%	-0.1%	4%	3	-4%	-7%	-3%	-7%	8%
CCOc1ccccc1Nc1nc(-c2sc(NC(=O)c3ccc([N+](=O)[O-])cc3)nc2C)cs1	nt	2%	1.0%	-8%	?	nt	10%	-7%	nt	nt
N#Cc1cccnc1N1CCN(C(=O)c2cccc3c2C(=O)c2ccc(-c4ccc(F)cc4OCc4ccccc4)cc2S3(=O)=O)CC1	0%	?	-0.7%	-6%	nt	4%	nt	2%	0%	-8%
CCOC(=O)c1ccc(-n2c(CN(CC)CC)nc3ccc([N+](=O)[O-])cc3c2=O)cc1	-1%	7%	-0.5%	9%	1	3%	10%	0%	-17%	-14%
Cc1nnc(NC(=O)CCn2cnc3ccccc3c2=O)s1	-5%	7%	-0.4%	2%	-1	nt	-14%	5%[11.5 µM]	-8%	-4%
O=C(/C=C/c1ccc(S(=O)(=O)N2CCOCC2)cc1)Nc1ccc(F)c(F)c1F	2%	21µM*	3.7%	-1%	nt	-1%	nt	4%	-33%	-20%
COc1cccc(NC(=O)C2CCCN2C(=O)OCc2ccccc2)c1 (centres undefined)	-1%	-4%	-0.2%	1%	6	-4%	6%	-1%	-14%	22%
Cc1ccccc1-n1c(C)cc(/C=C(\C#N)C(=O)NCC2CCCO2)c1C (centres undefined)	0%	?	-1.2%	?	?	-2%[46.1 µM]	8%	-7%	14µM*	-28%

Source: PubChem (National Center for Advancing Translational Sciences (NCATS))
